# Hck-Nef inh: blocks Nef-activated human Hck kinase; Recombinant Hck-YEEI plus Nef, Z-Lyte FRET kinase assay; inhibition, % at 20 µM; 220,000 compounds, 0.68% hits; AID 463187;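 active = Hck-Nef kinase inhibition above about 50%, limit read from the data; inactive = inhibition below that limit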;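 note: 0% = DMSO with Hck plus Nef and 100% = Hck alone without Nef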
# Tb hexokinase: T. brucei hexokinase 1 inhibition; recombinant TbHK1, G6PDH-coupled NADH A340; inhibition, % at 10 µM; 220,000 compounds, 0.11% hits; AID 1430;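 active = inhibition of 50% or more in the single-dose primary screen; inactive = inhibition below 50%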
# Runt-CBFb FRET: blocks binding of human RUNX1 Runt domain to CBFb; Q01196+Q13951; Cerulean-Runt/Venus-CBFb FRET ratio 530/480, 1 h; inhibition, % at 20 µM; 220,000 compounds, 0.46% hits; AID 1496;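 active = inhibition over about 50% at 20 µM in the single-dose screen, limit read from the data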;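 note: 0% = DMSO wells and 100% = excess unlabeled CBFb competitor control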
# Target sequence (Q01196 whole entry, looked up, the tested form may be a part): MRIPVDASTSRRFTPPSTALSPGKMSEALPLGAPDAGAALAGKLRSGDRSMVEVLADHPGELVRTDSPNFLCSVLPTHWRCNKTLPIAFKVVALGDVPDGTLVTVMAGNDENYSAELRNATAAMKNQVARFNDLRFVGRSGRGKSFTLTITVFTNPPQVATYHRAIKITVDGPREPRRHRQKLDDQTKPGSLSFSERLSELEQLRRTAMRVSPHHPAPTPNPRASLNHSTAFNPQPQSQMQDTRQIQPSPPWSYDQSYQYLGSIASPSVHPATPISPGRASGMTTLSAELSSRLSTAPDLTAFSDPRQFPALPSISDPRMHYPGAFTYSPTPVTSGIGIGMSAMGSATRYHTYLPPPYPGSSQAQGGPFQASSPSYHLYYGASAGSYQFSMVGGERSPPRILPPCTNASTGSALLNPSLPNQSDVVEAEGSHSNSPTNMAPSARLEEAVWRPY
# Target sequence (Q13951 whole entry, looked up, the tested form may be a part): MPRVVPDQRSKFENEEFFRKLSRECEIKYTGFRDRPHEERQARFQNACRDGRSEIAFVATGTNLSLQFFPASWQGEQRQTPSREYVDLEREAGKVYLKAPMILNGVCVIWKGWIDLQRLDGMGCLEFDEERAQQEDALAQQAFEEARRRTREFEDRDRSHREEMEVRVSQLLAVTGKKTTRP
#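 Assay system: Cerulean-tagged RUNX1 Runt domain (FRET donor) fusion protein / Amount: 100 nM each of Venus-CBFb and Cerulean-Runt domain / Medium: Tris buffer pH 7.5 with salts and BSA / Also added: Venus-CBFb 100 nM / Schedule: 1 h complex formation plus 1 h compound treatment, room temperature / Signal: FRET fluorescence / Read-out: loss of energy transfer signal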
# 14-3-3 Bad inh: disrupts binding of bovine 14-3-3 zeta to phospho-Bad peptide; 220,000 compounds, 0.71% hits; AID 781; P63103; TR-FRET 14-3-3zeta/Dy647-pBad peptide displacement, 1 h; inhibition, % at 21.7 µM;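 active = inhibition above about 70%, limit read from the data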;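 note: 0% = full 14-3-3 plus peptide FRET controls and 100% = background without 14-3-3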
# zVAD death inh: L929 zVAD cell death inhibition | L929 zVAD necroptosis rescue, ATP luminescence, 24 h; with zVAD 60 µM | viability rescue, % at 10 µM | 220,000 compounds, 0.38% hits | AID 1377;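 active = activation, scaled between plate controls, above about 75%, limit read from the data; inactive = activation under that limit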;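 note: 0% = zVAD with DMSO and 100% = DMSO alone without zVAD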
# Runt-SMMHC FRET: inhibitors of human RUNX1 Runt domain binding to CBFb-SMMHC; Cerulean-Runt/Venus-CBFb-SMMHC FRET ratio 530/480, 1 h; inhibition, % at 20 µM; 220,000 compounds, 0.74% hits; AID 1434;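 active = mean inhibition across duplicate retests at 20 µM reaching about 50%, limit read from the data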;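 note: 0% = DMSO wells and 100% = wells with excess untagged CBFb-SMMHC; inhibitors lower the FRET ratio by blocking Runt binding to CBFb-SMMHC; some results filed as inactive read as strong as hits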
# Mdm2 ligase inh: blocks human Mdm2 ubiquitin ligase activity; 210,000 compounds, 0.11% hits; Q00987; signal enhancement, % at 5 µM; cell-based MDM2 ubiquitination luciferase reporter, 2 h; 0 = plate control, 100 = twice control, blank-subtracted;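 active = signal enhancement of 30% or more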;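 note: luminescence tracks abundance of the self-degrading MDM2-luciferase fusion protein; higher signal means inhibition of MDM2 E3 ligase activity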
#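 Timing – 2 h compound exposure at 37 °C · Assay system – mammalian cells stably expressing self-ubiquitinating, self-degrading MDM2 E3–luciferase fusion · Amount – 2000 cells seeded into each well · Measure – % luminescence enhancement versus blank-corrected plate control mean · Measured by – SteadyLite luminescence, 15 min reagent step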
# EBV gp42 inh: blocks Epstein-Barr virus glycoprotein 42 binding; Q1HVG2; Fluorescence polarization binding assay, mP read-out; inhibition, % (tested at 21.74 µM); 220,000 compounds, 0.42% hits; AID 1085; in the data active = inhibition above about 50%
# NCF1 inh: blocks human p47phox regulatory protein of NADPH oxidases | inhibition, % at 24.7 µM | p47phox/p22phox peptide binding, fluorescence polarization, 2 h | 220,000 compounds, 0.53% hits | AID 1274 | P14598;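 active = inhibition above about 30%, limit read from the data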;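 note: 0% = p47phox with labelled peptide and 100% = labelled peptide alone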
# Target sequence (P14598 whole entry, looked up): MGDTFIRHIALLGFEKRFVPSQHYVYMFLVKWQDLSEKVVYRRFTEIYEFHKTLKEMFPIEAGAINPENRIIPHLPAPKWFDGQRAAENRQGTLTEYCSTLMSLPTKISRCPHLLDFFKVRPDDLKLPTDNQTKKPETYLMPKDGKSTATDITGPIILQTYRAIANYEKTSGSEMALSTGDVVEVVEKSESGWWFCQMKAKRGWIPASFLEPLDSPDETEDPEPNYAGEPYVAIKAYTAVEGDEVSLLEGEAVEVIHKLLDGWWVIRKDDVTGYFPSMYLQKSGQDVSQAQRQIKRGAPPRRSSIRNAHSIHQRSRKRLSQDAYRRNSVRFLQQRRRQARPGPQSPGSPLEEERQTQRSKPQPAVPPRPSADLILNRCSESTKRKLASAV
# The depositor's hits bear a star; x = no result given; [ ] = another dose, or the depositor's remark.
1: O=C(/C=C\Nc1cccc(F)c1)c1cccs1
2: CN(C1CCCCC1)S(=O)(=O)c1ccc(NC(=O)C2CCCCC2C(=O)O)cc1 (stereo not given)
3: Cc1cc(NC(=O)Cn2nc(C(F)(F)F)c3c2CCC3)no1
4: COc1ccccc1NC(=O)c1sc(NC(=O)c2ccco2)c(C#N)c1C
5: Cc1onc(-c2ccccc2Cl)c1C(=O)Nc1ccc(-n2nncc2-c2ccco2)cc1
6: COc1ccccc1-c1ccc(Nc2cccc(C(C)=O)c2)nn1
7: COc1ccc(NC(=S)N2CCCC2)cc1OC
8: Cc1ccc(Cc2ccc(C(=O)NNC(N)=S)o2)cc1
Assay by compound,1,2,3,4,5,6,7,8
Hck-Nef inh,7,0,7,25,1,3,2,21
Tb hexokinase,-17,2,-5,-22,7,-11,-3,-4
Runt-CBFb FRET,2,-1,-1,7,1,1,0,5
14-3-3 Bad inh,-6,6[fluorescence artefact?],1[fluorescence artefact?],-4[fluorescence artefact?],8[fluorescence artefact?],3,-13,-23
zVAD death inh,0.1,0.0,0.3,0.2,0.0,1.6,0.6,5.5
Runt-SMMHC FRET,13,2,-3,32,2,-4,2,-2
Mdm2 ligase inh,-41,-2,-5,-15,-22,-21,20,-9
EBV gp42 inh,0,-15,1,0,-3,-2,-4,4
NCF1 inh,-2,-14,2,-1,-16,-15,-3,-5

9: CC(=O)c1ccc(OCc2ncc(C(F)(F)F)cc2Cl)cc1
10: NS(=O)(=O)c1ccc(NC(=S)NCc2ccco2)cc1
11: CN1C(C(=O)NCC2CC2)CC2Cn3c(nc4cc5ccccc5cc43)C21 (stereo not given)
12: O=C(CC(c1ccccc1)c1cc(Cl)ccc1O)N1CCCC1 (stereo not given)
13: COc1cc(OC)cc(-c2nc(N)n[nH]2)c1
14: CN1C(=O)CC(N2CCN(c3ncccn3)CC2)C1=O (stereo not given)
15: CCC(OC(=O)c1cccs1)C(=O)NC1CCCCC1 (stereo not given)
16: COc1cc(CN2CCCC(CO)(Cc3cccc(Cl)c3)C2)cc2c1OCO2 (stereo not given)
Assay by compound,9,10,11,12,13,14,15,16
Hck-Nef inh,-18,3,23,24,3,0,0,3
Tb hexokinase,-6,1,-11,-4,1,-2,4,-2
Runt-CBFb FRET,-5,47,1,2,2,-2,-1,0
14-3-3 Bad inh,11,0,-4,-2,21,0,6[fluorescence artefact?],-13
zVAD death inh,-0.3,4.2,0.3,-0.5,-0.7,0.1,-0.1,0.4
Runt-SMMHC FRET,0,27,1,-3,-1,-3,-44,2
Mdm2 ligase inh,9,5,21,6,6,-26,-8,-10
EBV gp42 inh,-4,-17,-19,-13,-16,-18,-6,-1
NCF1 inh,-1,6,-3,1,-9,-7,-8,-17

17: N#Cc1cc(S(=O)(=O)c2ccc(F)cc2)c(N)[nH]c1=O
18: Cc1cnc(CNC(=O)c2ccc(OC3CCN(C(=O)C4CC4)CC3)cc2)cn1
19: COc1ccc(-c2ccc(SCC(=O)N3CCOCC3)nn2)cc1OC
20: CCOc1ccc(NC(=O)CN(C)CC(=O)Nc2cccc(Cl)c2C)cc1OCC
21: CCCOCC(O)COc1ccccc1C(=O)N1CCOCC1 (stereo not given)
22: COc1ccc2cc(CO)c(Cl)nc2c1
23: COc1ccc(NC(=O)C(CC(=O)O)C(C)c2ccccc2)cc1 (stereo not given)
24: CC(=O)Nc1nnc(Cc2c[nH]c3ccccc23)s1
Assay by compound,17,18,19,20,21,22,23,24
Hck-Nef inh,4,10,2,0,2,-5,20,18
Tb hexokinase,-2,-2,-5,-4,17,-6,-10,-2
Runt-CBFb FRET,5,1,-1,-3,2,0,-1,-1
14-3-3 Bad inh,0,-5,-12,2,-4,-3,-4,-23
zVAD death inh,-0.1,1.0,0.8,0.5,-0.3,0.9,2.1,0.2
Runt-SMMHC FRET,15,-1,-9,-4,-1,-2,-1,2
Mdm2 ligase inh,-10,-20,-7,-1,-6,-3,-11,-4
EBV gp42 inh,-4,3,-5,-78,-12,5,4,-6
NCF1 inh,-1,2,-8,-11,-3,0,-41,-7

25: Cc1cccc(-c2cc3nc(C)cc(NCCCN(C)C)n3n2)c1
26: CC(=O)/C=C(\C)Nc1ccccc1O
27: COc1ccc(/C=N/NC(=O)c2nonc2N)cc1OC
28: O=C(OCn1nnc2ccccc2c1=O)c1cc(-c2ccccc2Cl)nc2ccccc12
29: COC(=O)c1cc(COC(=O)c2ccc(OC)c(S(=O)(=O)N3CCCC3)c2)oc1C
30: CCc1ccc(-c2ccc(SCC(=O)Nc3nnc(C)s3)nn2)cc1
31: Clc1cc(Cl)c2nc(N3CCOCC3)sc2c1
32: COCc1cc(C)nc(SCC(=O)Nc2ccc3c(c2)OCO3)c1C#N
Assay by compound,25,26,27,28,29,30,31,32
Hck-Nef inh,1,2,3,5,1,-1,0,-1
Tb hexokinase,-4,3,-60,-15,-4,-1,0,6
Runt-CBFb FRET,1,0,-1,1,-7,-1,0,0
14-3-3 Bad inh,-12,-3,5,2,5[fluorescence artefact?],1,12,4
zVAD death inh,0.2,81*,0.2,0.0,0.4,0.1,0.6,0.1
Runt-SMMHC FRET,4,-2,0,2,-9,2,2,-2
Mdm2 ligase inh,-14,-2,-8,-12,-10,-17,x,-13
EBV gp42 inh,-5,-13,-15,-4,7,1,-18,-10
NCF1 inh,-9,-7,0,-180,-9,-9,-4,3

# 4 entries from above, tab-delimited.
no.	SMILES	Hck-Nef inh	Tb hexokinase	Runt-CBFb FRET	14-3-3 Bad inh	zVAD death inh	Runt-SMMHC FRET	Mdm2 ligase inh	EBV gp42 inh	NCF1 inh
26	CC(=O)/C=C(\C)Nc1ccccc1O	2	3	0	-3	81*	-2	-2	-13	-7
25	Cc1cccc(-c2cc3nc(C)cc(NCCCN(C)C)n3n2)c1	1	-4	1	-12	0.2	4	-14	-5	-9
32	COCc1cc(C)nc(SCC(=O)Nc2ccc3c(c2)OCO3)c1C#N	-1	6	0	4	0.1	-2	-13	-10	3
31	Clc1cc(Cl)c2nc(N3CCOCC3)sc2c1	0	0	0	12	0.6	2	x	-18	-4

# Next compounds follow:
33: COc1cc2c(cc1OC)-c1cc(NC3CCCC3)nc(=O)n1CC2
34: Cc1ccsc1C(=O)OCC(=O)NCc1ccco1
35: COCc1n[nH]c(=S)n1-c1cccc2ccccc12
36: Cc1nc(-c2cccnc2)sc1C(=O)N/N=C/c1ccccc1Cl
37: CC(=O)NCC(=O)N(Cc1ccco1)C1(C(=O)NC2CCCCC2)CCCCC1
38: COc1ccc(CCNS(=O)(=O)c2cn(C)c(=O)n(C)c2=O)cc1OC
39: CCCCC(=O)Nc1nnc(C)s1
40: COc1ccc(NC(=O)CC2SC(N)=NC2=O)c([N+](=O)[O-])c1 (stereo not given)
Assay by compound,33,34,35,36,37,38,39,40
Hck-Nef inh,3,18,-1,47,1,0,3,20
Tb hexokinase,-35,-2,-11,-41,-2,4,0,-3
Runt-CBFb FRET,-1,1,-1,6,0,1,-2,0
14-3-3 Bad inh,16,-11,-8,87*,0[fluorescence artefact?],13[fluorescence artefact?],-5,-13
zVAD death inh,1.6,11,-0.1,0.6,0.4,0.1,-0.2,4.4
Runt-SMMHC FRET,-2,1,5,-2,-3,-1,1,10
Mdm2 ligase inh,-16,-2,-13,-21,-25,-1,-6,-2
EBV gp42 inh,-1,-1,-21,-2,-11,-8,-12,-7
NCF1 inh,-19,0,-4,-3,-12,-5,-9,-2

41: Cc1nn2c(-c3ccccn3)ccnc2c1Cl
42: CCC(C(=O)Nc1ccc(OC)c(Cl)c1)c1ccccc1 (stereo not given)
43: CC(=O)c1ccc(NC(=O)COC(=O)c2c3c(nc4ccccc24)/C(=C\c2cccs2)CCC3)cc1
44: C/C=C(\C)C(=O)N1CC2(CC(c3cccc(NC(=O)COc4ccc(Cl)cc4)c3)=NO2)C[C@@H]1C(N)=O (stereo not given in full)
45: Cc1ccc(C(=O)O/N=C\c2ccc(N3CCCCC3)c([N+](=O)[O-])c2)cc1
46: O=C(COC(=O)CCCNC(=O)c1ccc(Cl)cc1)Nc1cc(Cl)ccc1Cl
47: Cc1ccccc1Nc1nc(-c2sc(NC(=O)c3ccco3)nc2C)cs1
48: Cc1cc(C(=O)N/N=C/c2cc(N=Nc3ccccc3)ccc2O)n[nH]1
Assay by compound,41,42,43,44,45,46,47,48
Hck-Nef inh,-5,4,8,24,-2,5,3,10
Tb hexokinase,-5,37,-5,-27,-9,0,-8,-28
Runt-CBFb FRET,-2,-2,28,-1,-5,-2,6,-2
14-3-3 Bad inh,-1,5,-10[fluorescence artefact?],-2,5,2,-18,41
zVAD death inh,-0.2,0.9,9.4,0.2,0.4,0.4,0.6,56
Runt-SMMHC FRET,-7,0,12,1,-2,1,10,8
Mdm2 ligase inh,14,-5,2,-9,-22,0,-15,-24
EBV gp42 inh,-12,-18,-58,-12,-17,-7,-9,18
NCF1 inh,2,8,-57,-3,5,-5,-54,35*

49: CCOc1ccccc1NC(=O)Cn1c(=O)oc2ccccc21
50: O=C(Nn1c(C2CCCCC2)nc2ccccc2c1=O)c1cc(Cl)ccc1[N+](=O)[O-]
51: C=CCn1c(C)cc(C2=NNC(=NCc3ccccc3)SC2)c1C
52: O=[N+]([O-])c1ccccc1/C=N\N1CCN(c2ccccc2)CC1
53: C/C=C/c1ccc(OCCCNCC(C)O)c(OC)c1 (stereo not given)
54: O=C(CSc1nc2c(c(=O)n1-c1ccc(Br)cc1)SCC2)NCc1ccco1
55: COc1ccc(S(=O)(=O)Nc2ccc(S(=O)(=O)Nc3nc(C)cc(C)n3)cc2)cc1OC
56: Cc1ccccc1Cn1nnc(C(=O)Nc2cccc(C)c2C)c1N
57: Cc1nc2cc(F)ccc2n1C1CCN(C(=O)c2ccc(F)cc2F)CC1
58: CC1CCCCN1S(=O)(=O)c1ccc(C(=O)Nc2sccc2C(N)=O)cc1 (stereo not given)
Assay by compound,49,50,51,52,53,54,55,56,57,58
Hck-Nef inh,14,5,25,21,2,1,4,1,20,4
Tb hexokinase,6,0,-9,-5,9,-30,0,0,2,-16
Runt-CBFb FRET,0,-4,-1,-2,1,-1,0,2,1,-1
14-3-3 Bad inh,4,-13[fluorescence artefact?],-5,2,-7,14[fluorescence artefact?],-3,7,-8,1
zVAD death inh,-1.0,1.1,5.5,5.1,0.1,0.7,0.2,0.4,0.5,11
Runt-SMMHC FRET,-3,-2,-3,1,4,0,-1,3,1,-3
Mdm2 ligase inh,-7,-2,18,7,-11,-8,-21,1,-7,-9
EBV gp42 inh,-4,10,-11,-6,-6,-16,-11,-4,-9,1
NCF1 inh,-7,-5,-3,-3,-1,-16,-3,-9,-5,-30

# Excerpt: nos. 54–55
54: O=C(CSc1nc2c(c(=O)n1-c1ccc(Br)cc1)SCC2)NCc1ccco1
55: COc1ccc(S(=O)(=O)Nc2ccc(S(=O)(=O)Nc3nc(C)cc(C)n3)cc2)cc1OC
Assay by compound,54,55
Hck-Nef inh,1,4
Tb hexokinase,-30,0
Runt-CBFb FRET,-1,0
14-3-3 Bad inh,14[fluorescence artefact?],-3
zVAD death inh,0.7,0.2
Runt-SMMHC FRET,0,-1
Mdm2 ligase inh,-8,-21
EBV gp42 inh,-16,-11
NCF1 inh,-16,-3

# Screening data as filed in PubChem BioAssay.
